FUS suppressor: FUS proteinopathy suppression in yeast; Potency, µM (titrated, usually from 76.6 µM), inactives show at the highest dose growth rescue (activation), most hits filed as activators; S. cerevisiae FUS-expressing, growth rescue, OD600, 24 h; 390,000 tested, 0.24% active; AID 1347120;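 further: potency means the concentration at half of the fitted maximal effect; plate controls were DMSO vehicle for no effect and reference control for full effect; nearly all actives have a fitted effect of over 55% in size; some results filed as inactive show a strong effect at the top dose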
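Galactose (2%) drives FUS expression in yeast precultured in raffinose; seeding density OD 0.005. Test compounds incubated 24hr at 30C and 99% humidity before absorbance at 600 nm was measured.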
PI5P4Ka inh: blocks human PI5P4K alpha kinase activity; P48426; PI5P4Kalpha enzyme, ADP-Glo luminescence, 60 min; stronger effect = lower value; max response, %; 330,000 tested, 1.2% active; active means max response of -50% or lower; inconclusive means between -30% and -50%; inactive means -30% or higher; further: value at the top dose of about 77 µM; on the % scale 0 is the no-effect control and ±100 the full control effect
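qHTS, 1536-well: enzyme/substrate mix, compound by pin tool, 5 microM ATP final; RT 60 min; ADP-Glo reagents 1 (45 min) then 2 (30 min); luminescence.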
PLK1 PBD block: blocks phosphopeptide binding to human PLK1 polo-box domain; P53350; Potency, µM, without a hit: max response, negative = inhibition, hits mostly inhibitors; AID 720504; Plk1 PBD binding of FITC phosphopeptide, fluorescence polarization; 360,000 tested, 2.8% active; further: potency means the concentration at half of the fitted maximal effect; series mostly up to about 57 µM; on the % scale 0 is the no-effect control and ±100 the full control effect; nearly all actives have a fitted effect of over 65% in size
Abeta yeast res: restores growth of yeast expressing A-beta42 peptide | yeast expressing A-beta42, growth rescue, OD600, 48 h; response scale: 0% DMSO, 100% iron-clioquinol control | Potency, µM (highest dose often 46.1 µM), for inactives: at the top dose growth rescue, most hits filed as activators | 410,000 tested, 0.063% active; further: potency means the concentration at half of the fitted maximal effect; nearly all actives have a fitted effect of over 55% in size
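Yeast A-beta toxicity model in growth medium with pinned compounds, 48 h at 30 C; growth read as absorbance at 600 nm. Normalized to FeCl3/clioquinol equimolar mix (positive) and DMSO (negative).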
IL2 activator: IL-2 activation; 360,000 tested, 0.065% active; activation, % (series mostly up to about 46 µM); IL-2 activation reporter assay, cell-based qHTS; stimulated with anti-CD3/CD4/CD28 beads; in transgenic mouse T cells; AID 652025; in the data active means activation above about 50%; inconclusive means mostly about 30% to 49%; further: 0% is about no effect
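Unstimulated transgenic mouse T cells preincubated 60 min with compound, then stimulated with anti-CD3/anti-CD4-coated beads plus anti-CD28 for 18 h at 37 degrees C. IL-2 response read as EGFP and DsRed fluorescence by plate cytometry.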
WRN helicase inh: blocks human WRN helicase; Q14191; WRN helicase unwinding, fluorescent forked duplex, kinetic; Potency, µM (top dose mostly 114 µM), without a hit: at the highest dose activity change, negative = inhibition, actives largely listed as inhibitors; 360,000 tested, 0.46% active; further: potency means the concentration at half of the fitted maximal effect; on the % scale 0 is the no-effect control and ±100 the full control effect; nearly all actives have a fitted effect of over 55% in size
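Kinetic red-fluorescence monitoring (525/598 nm) tracks WRN helicase activity after 100 nM fluorophore-quencher forked duplex and 2 mM ATP are added to 20 nM enzyme pretreated 15 min at room temperature with compound.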
EPAC1 agonist: activates human EPAC1 exchange factor. O95398. EPAC1 agonist qHTS, biochemical assay; response scale: 100% = response to 6.5 mM cAMP. Potency, µM (highest dose often 154 µM), inactives show at the highest dose activation, actives largely listed as activators. 360,000 tested, 0.073% active; further: potency means the concentration at half of the fitted maximal effect; nearly all actives have a fitted effect of over 60% in size
Target sequence (O95398 whole entry, looked up): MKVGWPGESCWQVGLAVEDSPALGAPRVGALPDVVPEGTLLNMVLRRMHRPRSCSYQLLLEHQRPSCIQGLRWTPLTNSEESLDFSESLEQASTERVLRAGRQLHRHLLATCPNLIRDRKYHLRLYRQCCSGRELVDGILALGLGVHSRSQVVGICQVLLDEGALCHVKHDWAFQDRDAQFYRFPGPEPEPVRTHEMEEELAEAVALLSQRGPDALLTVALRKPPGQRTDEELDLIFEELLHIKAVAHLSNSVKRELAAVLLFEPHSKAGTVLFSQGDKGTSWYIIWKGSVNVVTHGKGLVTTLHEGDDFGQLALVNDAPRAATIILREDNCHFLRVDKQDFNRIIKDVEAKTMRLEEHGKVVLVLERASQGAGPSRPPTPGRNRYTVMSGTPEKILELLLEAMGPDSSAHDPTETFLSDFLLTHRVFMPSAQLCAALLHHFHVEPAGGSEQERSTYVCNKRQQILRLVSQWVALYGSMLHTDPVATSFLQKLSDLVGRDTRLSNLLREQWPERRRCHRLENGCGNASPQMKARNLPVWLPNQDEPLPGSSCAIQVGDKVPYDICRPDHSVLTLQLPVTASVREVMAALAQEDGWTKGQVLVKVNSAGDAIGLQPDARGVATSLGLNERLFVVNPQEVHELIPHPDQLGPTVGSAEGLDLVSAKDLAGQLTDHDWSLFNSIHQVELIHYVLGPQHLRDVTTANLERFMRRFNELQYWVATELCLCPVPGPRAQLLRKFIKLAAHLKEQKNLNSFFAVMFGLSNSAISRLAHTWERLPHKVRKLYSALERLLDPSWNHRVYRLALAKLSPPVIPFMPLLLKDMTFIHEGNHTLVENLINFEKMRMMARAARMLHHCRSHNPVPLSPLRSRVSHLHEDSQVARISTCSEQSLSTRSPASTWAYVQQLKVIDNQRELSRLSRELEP
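Nucleotide exchange assay: 100 nM EPAC1 with 250 nM Rap1B loaded with BODIPY-GDP and 50 uM GDP, room temperature. Fluorescence (480/540 nm) read every 5 min for 30 min; signal change normalized to 6.5 mM cAMP as full agonist.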
EPAC1 antag: EPAC1 (human) antagonism. O95398. EPAC1 GEF assay, Rap1b-BODIPY-GDP exchange fluorescence. Potency, µM (top dose mostly 115 µM), inactives show at the top dose activity change, negative = inhibition, hits mostly inhibitors. 360,000 tested, 0.14% active;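 further: potency means the concentration at half of the fitted maximal effect; plate controls were vehicle for no effect and positive control for full effect; nearly all actives have a fitted effect of over 50% in size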
Active calls of the source: *; ? = inconclusive; . = not tested or not shown; [ ] = dose if it differs, or a comment. Unless noted, the call rests on the fitted dose curve; in most records, active means well fitted curve in the direction sought with a large enough effect; inconclusive means small, poorly fitted or top-dose-only effect, or another doubt; inactive means no such curve, though single readings can be large; an effect the other way counts as inactive or inconclusive.

SMILES | FUS suppressor | PI5P4Ka inh | PLK1 PBD block | Abeta yeast res | IL2 activator | WRN helicase inh | EPAC1 agonist | EPAC1 antag
CC(=O)Nc1ccc(S(=O)(=O)NC2(c3ccccc3)C(=O)N(C)C(=O)N(C)C2=O)cc1 | . | -5 | -2% | -3% | 0.2 | 2% | -2% | -2%
CN(C)C(=O)N1CCN(C(=O)c2ccco2)CC1 | -24% | -2 | -5% | 10% | -2.0 | -4% | 4% | -11%
COc1ccc(/C=C/CN2CCCC(CCC(=O)NCc3ccc(F)c(F)c3)C2)cc1 (stereo unspecified) | 15% | 5 | -15% | -10% | -1.0 | 1% | 4% | -14%
CCCN(CC(=O)Nc1ccccc1C)C(=O)CCCOc1ccc(Br)cc1 | ? | 9 | -6% | 13% | -0.4 | 1% | -6% | -19%
CN(CCc1ccccn1)C(=O)CCC1CCCN(C(=O)NC2CCCCC2)C1 (stereo unspecified) | 0% | ? | -8% | -4% | -1.0 | -4% | -7% | 7%
O=C1c2ccccc2NC(c2ccccc2)N1CCCN1CCOCC1 (stereo unspecified) | -21% | -4 | -8% | 7% | 0.8 | -34% | 7% | -13%
O=c1nc2sc3ccccc3n2c(=O)n1-c1cccc(Cl)c1 | 12% | 3 | -4% | 13% | -0.3 | 7% | 1% | -10%
O=C1OCCC1=COCCCCCCOC=C1CCOC1=O | -6% | -2 | -3% | 0% | -2.4 | -6% | 3% | 7%
COc1ccc(CCNC(=O)C(=O)NCC2OCCN2S(=O)(=O)c2ccccc2)cc1OC (stereo unspecified) | 12% | 4 | -16% | -11% | -2.2 | -1%[11.6 µM] | -9% | -9%
Cc1ccc(NC2CC(=O)N(c3ccc(C)cc3)C2=O)cc1 (stereo unspecified) | 22% | -5 | ? | -6% | 0.8 | 11% | -6% | 15%
COCCN1C(=O)c2oc3ccccc3c(=O)c2C1c1ccc(C(=O)OC)cc1 (stereo unspecified) | -18% | -2 | -22% | 2% | -2.7 | -1% | 7% | -16%
Nc1c(C(=O)Nc2ccc3c(c2)OCCO3)nnn1Cc1cccc(Br)c1 | 3% | -14 | -4% | -23% | -0.2 | -16% | ? | 4%
COc1ccc(C)cc1NC(=O)C1CCN(C(=O)Cc2ccccc2)CC1 | -1% | 2 | -16% | -17% | -3.6 | -33% | 11% | -1%
COc1ccc(C(=O)NNC(=O)c2cccc(S(=O)(=O)N3CCOCC3)c2)cc1 | -12% | 0 | 4% | 10% | -0.4 | 9% | 3% | 3%
CCS(=O)(=O)N1CCN(C(=O)c2cccnc2)CC1 | 12% | . | -4% | 4% | -0.7 | 7% | -9% | 4%
COc1ccc(NC(=O)Nc2nnc(C(C)C)s2)cc1 | 14% | . | -10% | 2% | 0.6 | -6% | -4% | -7%
Cc1ccc(-c2nc3ccccc3o2)cc1NC(=O)Cc1cccs1 | -15% | -2 | -1% | -5% | -0.4 | 8% | -1% | -1%
Cc1ccccc1CN1C(=O)CN(S(C)(=O)=O)CC1(C)C(=O)Nc1ccc2c(c1)OCCO2 (stereo unspecified) | 21% | 8 | -10% | -10% | -0.9 | -3% | 19% | 6%
Cc1sc(NC(=O)/C=C/c2ccco2)c(C(=O)OC(C)C)c1C | -5% | -4 | -2% | 15% | 3.4 | -2% | 0% | 9%
Cc1nc2ccccn2c1-c1nnco1 | -6% | -7 | -12% | 0% | -0.2 | -29% | 15% | 4%
N#CC(c1ccccc1)C1CCN(Cc2ccccc2)CC1 (stereo unspecified) | . | -4 | 2% | 10% | -3.3 | 0% | -2% | -21%
Nc1nccnc1C(=O)OCC(=O)NC1CCCc2ccccc21 (stereo unspecified) | -8% | -2 | 0% | -9% | 0.5 | -4% | 20% | 13%
Cc1cccc2nc(=S)n(C(=O)c3ccco3)n12 | -24% | . | -19% | -2% | -2.4 | -5% | 2% | -1%
O=C1NC(c2ccccc2)=C(c2ccc3ccccc3n2)C(c2ccc(F)cc2)N1 (stereo unspecified) | 23% | 5 | -11% | 1% | -1.5 | -5% | 1% | ?
COC(=O)Cc1c(OC)ccn(CCc2c[nH]c3ccccc23)c1=O | 3% | -2 | 4% | -7% | 2.6 | 0% | -6% | 2%
O=c1[nH]c(CN(CCO)CCO)nc2c1C1(CCCCC1)Cc1ccccc1-2 | 16% | -2 | 5% | 2% | -0.7 | -8% | 0% | 7%
COc1cc(OC)cc(C(=O)NNC(=O)CCc2nc3ccccc3c(=O)[nH]2)c1 | -12% | -1 | 3% | -5% | 0.0 | 10% | -6% | 17%
CCOc1ccc2nc(/N=C/c3nc(-c4ccccc4)oc3O)sc2c1 | -32% | -8 | 8% | 12% | 11 | 2% | 6% | 7%
C[C@H](CO)N1C[C@H](C)[C@@H](CN(C)C(=O)CN2CCOCC2)Oc2cc(Br)ccc2S1(=O)=O | -4% | 2 | 4% | 4% | -1.9 | 13% | 1% | 14%
COc1cc2c(cc1OC)C(=S)NC(C)(C)C2 | -23% | . | -3% | 4% | -1.0 | -17% | 6% | 11%
N#Cc1c(SCc2c(Cl)cccc2Cl)nc(N)[nH]c1=S | -6% | -65* | 30µM* | 11% | 1.1 | 3% | -12% | 12%
CCOC(=O)N1CCN(S(=O)(=O)c2ccc(C(=O)Nc3sc4c(c3C(=O)OC)CCN(C)C4)cc2)CC1 | 36% | 0 | -4% | 1% | -1.6 | 1% | 30% | -28%
CC(O)C1C(=O)OC2(C)CC(C)(C)NC(=S)N12 (stereo unspecified) | 3% | 4 | 3% | 3% | -0.9 | -7% | -5% | 5%
O=C(CN1CCN(CC(=O)Nc2ccccc2Cl)CC1)NCC1(N2CCOCC2)CCCCC1 | -11% | 12 | -4% | 4% | -2.1 | 7% | 4% | 12%
O=C(COC(=O)c1cccc([N+](=O)[O-])c1)c1ccc(OCc2ccccc2)cc1 | -3% | 3 | ? | 9% | 0.7 | -7% | 12% | -2%
CC(=O)N1C(=O)C2(C(C#N)=C(N)Oc3c2c(C)nn3-c2ccccc2)c2ccccc21 (stereo unspecified) | 12% | 2 | -12% | 14% | 0.9 | -28% | 8% | 5%
COc1cccc2sc3cc(NCC[C@@H]4CCCN4C)ccc3c(=O)c12 | 20% | -21 | -3% | 3% | -0.5 | -8% | -1% | -19%
CCCn1c(SCC(=O)O)nc2ccccc21 | 8% | . | -5% | -4% | -0.6 | 5% | 0% | 20%
COc1ccc(C(O)c2ncc(-c3cccc(C(F)(F)F)c3)[nH]2)cc1 (stereo unspecified) | -4% | 4 | 10% | -12% | -0.3 | -4% | -16% | -13%
Cn1ncc(C#N)c1NC(=O)C1CC(c2ccc(Cl)cc2)=NO1 (stereo unspecified) | 14% | 1 | 0% | 4% | -2.7 | -1% | -3% | 7%
Cc1nn(-c2ccccc2)c(N)c1C1(O)C(=O)Nc2ccc([N+](=O)[O-])cc21 (stereo unspecified) | 0% | 11 | -5% | 14% | -0.8 | -6% | 12% | 8%
Fc1ccc(-c2nc3c4ccccc4ccn3c2CC2CCCCC2)cc1 | 6% | -5 | 7% | 7% | 0.0 | -8% | 17% | -14%
Cc1cnc(NC(=O)C2CC=CCC2)s1 (stereo unspecified) | 28% | 6 | -9% | 17% | -0.8 | -4% | 11% | 7%
c1ccc(Oc2cc(-n3cccn3)ncn2)cc1 | 20% | -4 | -14% | -13% | -0.5 | 4% | 7% | -19%
O=[N+]([O-])c1cc([N+](=O)[O-])c2c(=Nc3ccccc3)n(-c3ccccc3)n(O)c2c1 | 14% | ? | 6µM* | -82%[inhibitor] | -0.6 | -29% | -5% | -4%
CCOc1ccc(C)cc1S(=O)(=O)n1ccc(C)n1 | -16% | -1 | 0% | -6% | 0.3 | -8% | 2% | -13%
NC(=O)c1c(NC(=O)CSc2nnc(Cc3ccccc3)n2Cc2ccco2)sc2c1CCC2 | 22% | . | ? | 4% | -2.8 | -21% | 23% | -17%
N#C/C(=C\c1c[nH]c2ccccc12)C(=O)NC1CCCC1 | -17% | 8 | -6% | -39%[inhibitor] | 0.4 | -13% | 7% | 6%
Cc1ccc2c(CC(=O)NCc3ccco3)coc2c1C | -4% | -10 | -9% | 19% | 1.6 | -7% | 11% | -4%
c1ccc2ncc(-n3cnnn3)cc2c1 | 3% | 1 | -1% | -4% | -1.4 | -5% | -4% | 3%

Brought forward from above: 2 entries; new compounds follow.
SMILES | FUS suppressor | PI5P4Ka inh | PLK1 PBD block | Abeta yeast res | IL2 activator | WRN helicase inh | EPAC1 agonist | EPAC1 antag
Cc1ccc2c(CC(=O)NCc3ccco3)coc2c1C | -4% | -10 | -9% | 19% | 1.6 | -7% | 11% | -4%
c1ccc2ncc(-n3cnnn3)cc2c1 | 3% | 1 | -1% | -4% | -1.4 | -5% | -4% | 3%
O=C(CNC(=O)c1ccc(F)cc1)N/N=C/c1cc(Br)ccc1OCc1ccccc1 | 2% | -2 | -4% | -8% | 0.7 | -9% | 3% | -25%
CC(CSc1n[nH]c(=S)s1)c1ccccc1 (stereo unspecified) | 6% | -54* | ? | -87%[inhibitor] | -0.2 | -4% | 1% | ?
CN(C)S(=O)(=O)c1cccc(NC(=O)c2ccncc2)c1 | . | -12 | -7% | -20% | -0.2 | -3% | 6% | 11%
Cc1ccc(-n2nc3c(c2NC(=O)c2cccs2)CS(=O)(=O)C3)cc1 | 30% | -7 | -18% | 6% | -1.1 | -4%[57.1 µM] | 6% | 18%
O=C(COC(=O)CC1SC(N2CCCC2)=NC1=O)Nc1c(F)c(F)c(F)c(F)c1F (stereo unspecified) | -26% | 0 | -13% | -7% | 0.0 | -4% | 1% | -10%
O=C(NCCN1CCOCC1)c1ccc(Cl)c(S(=O)(=O)N2CCCCCC2)c1 | -3% | -4 | -6% | -1% | -0.3 | 5% | -7% | -1%
CCCn1nnnc1NC(=O)c1cccs1 | 22% | -6 | -8% | -20% | -1.2 | -4% | 2% | 0%
CCOc1ccc2ncc(S(=O)(=O)c3ccccc3)c(N3CCN(c4ccc(OC)cc4)CC3)c2c1 | 45% | 1 | -7% | -3% | -3.7 | -34%[57.1 µM] | 0% | -17%

Screening data: PubChem BioAssay, National Center for Advancing Translational Sciences (NCATS)
